# Screens: PubChem BioAssay, National Center for Advancing Translational Sciences (NCATS)
# Tb PYK inh: T. brucei pyruvate kinase inhibition; Q57TT1; TbPYK enzyme, Kinase-Glo Plus ATP luminescence, 45 min; Potency, µM (titrated, usually from 76.8 µM), for the others: at the highest dose activity, negative = inhibition, usual class: inhibitors; 410,000 tested, 0.12% active; active = well fitted inhibition curve with a large enough effect; inconclusive = small, poorly fitted or top-dose-only effect; note: nearly all actives have a fitted effect of over 50% in size
#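 Readout: single end-point luminescence (Kinase-Glo Plus, 10 min). Reaction conditions were TbPYK/substrate plus 130 uM ADP, 45 min at RT, pH 7.2 TEA buffer. No-enzyme wells served as controls, and data were normalized before concentration-response fitting.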
# Numbers without * were called inactive; ? = inconclusive; [ ] = remark or other dose. % is set by controls: 0 for no effect and ±100 for the full control effect; potency is the fitted concentration of half-maximal effect.
structure,Tb PYK inh
COc1cccc(N2CCN(C(=O)CCCCCn3c(=O)[nH]c4ccccc4c3=O)CC2)c1,3%
CCc1ccc(CNC(=O)CCSCc2ccccc2F)cc1,-2%
Cc1ccc(NC(=O)C(Cc2ccccc2)n2cccc2)cc1C (stereo not given),-9%
Cc1cccc(-n2c(=O)c3c(c4cc(C)ccc4n3C)n(CC(=O)N3CCCC3)c2=O)c1,-10%
COc1ccc(Cl)cc1NC(=O)CSc1ccc(-c2sc(C)nc2C)nn1,-5%
COc1cccc(-n2c(/C=C/c3cccc(C)c3)nc3ccccc3c2=O)c1,-2%
COc1ccc(-c2noc(CC(=O)N(C)c3ccccc3F)n2)cc1,-1%
CC1CCCCN1CCCNC(=O)c1ccc2c(c1)sc1nc(-c3ccc(F)cc3)cn12 (stereo not given),1%
CC(=O)N1CCC2(CC1)OC(=O)C(C)=C2C(=O)NCc1cccc(Cl)c1,2%
NC(=O)C1(N2CCCCC2)CCN(C(=O)Nc2ccc(F)cc2F)CC1,0%
COc1cccc(Cc2nc3ccccc3nc2SCC(=O)NCCc2ccccc2)c1,-2%
CCN(Cc1ccccc1)C(=O)Cn1c(=O)n(-c2cccc(C)c2)c(=O)c2c1c1cc(OC)ccc1n2C,2%
Cc1ccccc1NC(=O)CCNC(=O)Cn1ccc2ccccc2c1=O,5%
O=C(CCCn1c(=O)c2cccn2c2cccnc21)NCc1ccc(F)cc1,0%
O=C(NC(=O)c1ccccc1)Nc1ccc(-n2nc(C(F)(F)F)cc2C(F)(F)F)cc1,-9%
Cc1nn(-c2ccc(F)cc2)c(-n2cccc2)c1C(=O)NCCc1ccc(Cl)cc1,5%
CCn1c(=O)c2cc(C(=O)Nc3cc(F)ccc3F)sc2c2ccccc21,0%
Cc1ccc(NC(=O)Cn2c(-c3nonc3N)nc3ccccc32)cc1C,-1%
Cc1ccc(-c2cc(NC(=O)COc3c(C)cc(C)cc3C)on2)cc1,-8%
Clc1ccc(CCNc2nc3cc(Cl)c(Cl)cc3n3cnnc23)cc1,-5%
COCCn1c(=O)c(-c2ccc(Cl)cc2)nc2cnc(Oc3ccccc3)nc21,-4%
CCOC(=O)C1CCC(CN(Cc2c(Cl)cccc2Cl)S(=O)(=O)c2ccc(F)cc2)CC1 (stereo not given),-5%
O=C(Cn1cnc2c(nc3n2CCCCC3)c1=O)Nc1ccc(F)cc1,14%
COc1ccc(N2CCN(c3nc4ccc(C(=O)c5ccccc5)cc4n4cnnc34)CC2)cc1,1%[15.4 µM]

# The list goes on, starting with the last three of the part before.
structure,Tb PYK inh
CCOC(=O)C1CCC(CN(Cc2c(Cl)cccc2Cl)S(=O)(=O)c2ccc(F)cc2)CC1 (stereo not given),-5%
O=C(Cn1cnc2c(nc3n2CCCCC3)c1=O)Nc1ccc(F)cc1,14%
COc1ccc(N2CCN(c3nc4ccc(C(=O)c5ccccc5)cc4n4cnnc34)CC2)cc1,1%[15.4 µM]
CCOC(=O)c1ccc(NC(=O)N2CC3CCCN3c3ccccc32)cc1 (stereo not given),?
CCn1c2c(c(=O)n3ncc(C(=O)Nc4ccc(Cl)cc4C)c13)CN(Cc1ccc(OC)cc1)CC2,?
COc1ccc(C(=O)NCC(c2ccco2)S(=O)(=O)c2ccc(F)cc2)cc1 (stereo not given),-6%
O=C(NCc1ccc(F)cc1Cl)c1ccc(CSCc2ccccc2Cl)o1,-4%
COc1ccc(NC(=O)c2ccc(-c3nc(COc4ccccc4)c(C)o3)cc2)cc1,5%[15.4 µM]
CCc1nc(SC)ncc1C(=O)N1CCN(c2cc(Cl)ccc2C)CC1,-8%
CCOc1ccc(S(=O)(=O)Nc2ccc(-c3ccc(OC)nn3)cc2)cc1,2%
Cc1cc(C)cc(NC(=O)CSc2nc3c([nH]c4ccccc43)c(=O)n2-c2ccc(F)cc2)c1,0%
COc1ccc(NC(=O)C2=C(C)Nc3ncnn3C2c2cccn2C)cc1 (stereo not given),3%
Cc1nc(-n2nc(C)c(CCC(C)C)c2C)sc1C(=O)Nc1cccc(Cl)c1C,-1%
COCC(=O)n1nc(-c2ccco2)nc1NCc1ccccc1Cl,-2%
CCOC(=O)c1c(NC(=O)/C=C/c2ccc(OCC)c(OC)c2)sc2c1CCC2,5%
COc1ccc(-c2csc(-c3c(N)c(C(=O)c4ccccc4)n4ccccc34)n2)cc1,-6%
CCc1ccc(NC(=O)N2CCN(Cc3cc(=O)n4nc(-c5ccccc5OC)sc4n3)CC2)cc1,-2%
Cc1ccc(NC(=O)Cn2cc(S(=O)(=O)N3CCCC3)c(S(=O)(=O)N3CCCC3)c2)cc1F,2%
COc1ccc(C(=O)N2CCC[C@@]3(CCN(c4ccccn4)C3)C2)cc1,0%
Cc1ccccc1NC(=O)CN1C(=O)C2(SCC(=O)N2c2ccc(F)cc2)c2ccccc21 (stereo not given),-1%
COc1ccc(NC(=O)C(=O)NCc2ccco2)cc1,-1%
CCCc1nnc(NC(=O)c2cc(=O)c3cc(C)c(C)cc3o2)s1,4%
Cn1c(=O)c2nc(SCC(=O)Nc3ccc(OC(F)(F)F)cc3)n(C)c2n(C)c1=O,1%
CC1CCN(S(=O)(=O)c2nnc(NC(=O)c3cccc(Br)c3)s2)CC1,-7%
O=C(CSc1cn(CCNC(=O)c2ccccc2F)c2ccccc12)Nc1ccc(F)cc1,-2%
CCc1ccc(CNC(=O)c2cnc3sc(N4CCCCCC4)nn3c2=O)cc1,-7%
NC(=O)Cn1c(=O)n(-c2ccc(F)c(Cl)c2)c(=O)c2sc3ccccc3c21,5%
COc1ccc(CCNC(=O)c2cnc3sc(N4CCCCCC4)nn3c2=O)cc1OC,4%
CCOc1ccc(NC(=O)c2sc(-n3nc(C)c(Cc4ccc(Cl)cc4)c3C)nc2C)cc1,-1%
Cc1cccc(Nc2nc(-c3ccccc3)c3cc(C)ccc3n2)c1,1%
CCCSc1ncc(Cl)c(C(=O)Nc2c(C(=O)Nc3ccc(OC)cc3)oc3ccccc23)n1,-8%
COc1ccc(NC(=O)CCS(=O)(=O)c2cc3c4c(c2)CCN4C(=O)CC3)cc1OC,2%
CCCN1CCCc2cc(CN(CCCN3CCOCC3)C(=O)Nc3ccc(Cl)c(Cl)c3)ccc21,-3%
COc1cc(C)ccc1OCCn1c(-c2ccc(Cl)cc2)nc2ccccc2c1=O,-1%
CCn1cc(C(=O)N2CCN(c3cccc(Cl)c3)CC2)c(=O)c2cc(S(=O)(=O)N3CCOCC3)ccc21,2%
Cc1c(C(=O)OCC2CCCCC2)[nH]c2c1C(=O)CC(c1ccc(F)cc1)C2 (stereo not given),-2%
Cc1ccc(Cl)cc1Nc1nc2ccccc2n2c(C)nnc12,1%
COc1ccc(CNC(=O)CCCn2c(SCC(N)=O)nc3cc4c(cc3c2=O)OCO4)cc1,1%
CCOc1ccccc1NC(=O)CSc1nnc(CC)c(CC)n1,14%[15.4 µM]
Cc1ccc(CNC(=O)CSc2c(C)cnc3c2c(=O)n(C)c(=O)n3C)cc1,-9%
Cc1ccc(N2C(=O)[C@@H]3CSC(c4ccc(F)cc4)N3C2=O)cc1 (stereo not given in full),-10%
CC(=O)N1CCOc2cc(S(=O)(=O)NCc3ccc(C)cc3)c(C)cc21,4%
COc1ccc(Nc2nc(NCCO)nc(N3CCCC3)n2)cc1,-3%
Cc1ccc2nc(NC(=O)CSc3cc(C)[nH]c(=O)n3)sc2c1,1%
N#Cc1cccc(NC(=O)N2CCC3(CC2)CCN(C(=O)c2cccc(F)c2)CC3)c1,0%
Cc1noc(C)c1S(=O)(=O)N(CC(=O)NCc1ccccc1Cl)c1ccc(C(C)C)cc1,2%
Cc1cccc(NC(=O)c2cc(CN3CCOCC3)on2)c1C,-7%
Fc1ccc(-c2noc3ncnc(NCCCN4CCN(c5ccccc5)CC4)c23)cc1,5%
CC(C)CC(=O)NCC(c1ccc2c(c1)OCO2)N1CCN(c2ccccc2)CC1 (stereo not given),-8%
COc1cc(NC(=O)CN2C(=O)C(c3ccc(C)cc3)=NC23CCCCC3)cc(OC)c1,2%
CC(C)CC(=O)Nc1ccc(S(=O)(=O)Nc2cc3c(cc2N2CCOCC2)n(C)c(=O)c(=O)n3C)cc1,-5%

# A section from further up, for reference:
structure,Tb PYK inh
COc1ccc(C(=O)N2CCC[C@@]3(CCN(c4ccccn4)C3)C2)cc1,0%
Cc1ccccc1NC(=O)CN1C(=O)C2(SCC(=O)N2c2ccc(F)cc2)c2ccccc21 (stereo not given),-1%
COc1ccc(NC(=O)C(=O)NCc2ccco2)cc1,-1%
CCCc1nnc(NC(=O)c2cc(=O)c3cc(C)c(C)cc3o2)s1,4%
Cn1c(=O)c2nc(SCC(=O)Nc3ccc(OC(F)(F)F)cc3)n(C)c2n(C)c1=O,1%
CC1CCN(S(=O)(=O)c2nnc(NC(=O)c3cccc(Br)c3)s2)CC1,-7%
O=C(CSc1cn(CCNC(=O)c2ccccc2F)c2ccccc12)Nc1ccc(F)cc1,-2%

# New compounds follow.
structure,Tb PYK inh
O=C(CSc1nc2nccnc2c(=O)n1CCc1c[nH]c2ccccc12)Nc1ccccc1,6%
O=C(Nc1ccc2nc3n(c(=O)c2c1)CCCCC3)c1cccc(C(F)(F)F)c1,8%
CC(=O)c1ccc(N2CCN(c3ccc4cc(S(=O)(=O)N5CCCCC5)ccc4n3)CC2)cc1,-2%
CCn1cc2nc(SCc3cccc(C)c3)n(CCc3ccccc3)c(=O)c2n1,-1%
COc1ccc(N2CCN(C(=O)CN3CCSc4ccccc43)CC2)cc1,-4%
COc1ccc(C(=O)N2CCC(c3nc(-c4ccc(S(=O)(=O)N5CCCC5)cc4)no3)CC2)cc1,0%
Cc1cccc(COc2ccc(-c3cc(C(F)(F)F)n4nc(C)cc4n3)cc2)c1,-2%
Cc1cccc(NC(=O)CSc2cn(CC(=O)N3CCC(C)CC3)c3ccccc23)c1C,3%
Cc1ccc(NC(=O)Cn2cnc3sc(C)c(S(=O)(=O)N4CCN(c5ncccn5)CC4)c3c2=O)cc1F,-2%
CCCCOC(=O)c1c(C)oc2ccc(NS(=O)(=O)c3ccc(F)cc3C)cc12,0%
Cc1ccc(CCNC(=O)CN(c2ccc(C)cc2)S(=O)(=O)N(C)C)cc1,-1%
CC(=O)c1ccc(N2CCN(c3nc4c(S(=O)(=O)c5ccccc5)nnn4c4ccc(Cl)cc34)CC2)cc1,0%
CCC(=O)Nc1sc2c(c1C(=O)Nc1cccc(C)c1)CCCC2,3%
CCN1c2ccccc2-c2nc(SCC(=O)NCc3ccc(Cl)cc3)ncc2S1(=O)=O,1%
COc1ccc(N2CCN(C(=O)CCn3c(=O)[nH]c4cc(OC)c(OC)cc4c3=O)CC2)cc1,2%
Cc1ccccc1CSc1nc2cccnc2n1Cc1ccc(C(=O)NCCc2cccs2)cc1,0%
CCCCOc1cccc(C(=O)N(Cc2sccc2C)C2CCS(=O)(=O)C2)c1 (stereo not given),3%
COc1ccc(Cn2c(C(=O)O)c(CNCc3ccco3)c3ccc(C)cc32)cc1,4%
COc1ccc(Cl)cc1NC(=O)N1CCC(CN2CCc3ccccc3C2)CC1,5%
COCCn1c(C)cc(O)c(C(c2ccc(F)cc2)N2CCC(C)CC2)c1=O (stereo not given),-12%
C#CC(C)(C)NS(=O)(=O)c1cc(-c2nnc(Nc3ccc(C)cc3)c3ccccc23)ccc1C,8%
COc1cccc(Cn2c(=O)c(-c3ccc(Cl)cc3)nc3cnc(N(C)C)nc32)c1,-5%
CC(CNC(=O)Cn1ncc2c3ccccc3n(Cc3cccc(Cl)c3)c2c1=O)c1ccccc1 (stereo not given),-6%
Cc1c(Cl)cccc1-n1c(CCC(=O)O)ccc1-c1cccs1,-8%
COc1cc(NC(=O)c2nc3ccccc3nc2C)cc(OC)c1OC,-2%
Cc1cc(C)n2c(Nc3ccc(Cl)cc3)c(-c3ccsc3)nc2n1,5%
Cc1ccc(CSc2nc3ccc(NC(=O)COc4ccccc4F)cc3s2)cc1,2%
Cc1cc(C)c(Cn2c3ccccc3c3cnn(CC(=O)NCc4cccs4)c(=O)c32)c(C)c1,1%
Cc1ccc(-c2nn(CCC(=O)Nc3ccc(Cl)c(Cl)c3)c(=O)c3ccccc23)cc1,4%
Cn1c(=O)c2ccccc2n2c(CCC(=O)N3CCN(c4cccc(Cl)c4)CC3)nnc12,0%
COc1ccc2c(c1)c1c(c(=O)n(Cc3ccccc3)c(=O)n1Cc1cc(C)ccc1C)n2C,-1%
CCOC(=O)Cn1c(=O)n(CC2CCCO2)c2nc(-c3ccc(OC)cc3OC)nc(C(N)=O)c21 (stereo not given),1%
CCCOc1ccc(C(=O)N(Cc2ccc(Cl)cc2)Cc2ccco2)cc1,-2%
Cc1ccc(-n2ncc3c(N4CCCCC4)ncnc32)cc1Cl,-3%
CCOc1ccc(-n2ccnc2SCC(=O)Nc2nc3ccc(C)cc3s2)cc1,0%
CN(C)S(=O)(=O)c1ccc(C(=O)Nc2ccc(-n3nncc3-c3ccccc3)cc2)cc1,1%
Cc1ccccc1CN1C(=O)C(O)(c2c[nH]c3ccccc23)c2cc(Cl)ccc21 (stereo not given),4%
O=C(OCC1CCCO1)c1ccc2c(c1)N(Cc1ccccc1Cl)C(=O)c1ccccc1S2(=O)=O (stereo not given),-3%

# Not all compounds are listed; count on the stated rates, not on these rows.
